Bioassay records (PubChem BioAssay)
MOR-DOR inv ag – mu-delta opioid heterodimer inverse agonism | P35372+P41143 | cell-based MOR-DOR heterodimer luminescence | inhibition, % at 9.3 µM | 340,000 tested, 0.21% active; in the data active = inhibition above about 22%, passing the limit was not always enough;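 also: 0% = cells with DMSO and 100% = wells without cells with DMSO; values of inactives mirror those of a sister screen read the other way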
HTR5A inv ctr – inverse agonist of human HTR5A in OPRM1-OPRD1 counter-screen; HTR5A cell line, luminescence, inverse agonism; inhibition, % at 9.3 µM; 340,000 tested, 0.083% active; in the data active = inhibition mostly above about 23%, no sharp cut-off; inactive = mostly below about 18%;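 also: 0% = cells with DMSO and 100% = no-cell wells with DMSO; some compounds called inactive have numbers as strong as hits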
Target sequence (P47898 whole entry, looked up): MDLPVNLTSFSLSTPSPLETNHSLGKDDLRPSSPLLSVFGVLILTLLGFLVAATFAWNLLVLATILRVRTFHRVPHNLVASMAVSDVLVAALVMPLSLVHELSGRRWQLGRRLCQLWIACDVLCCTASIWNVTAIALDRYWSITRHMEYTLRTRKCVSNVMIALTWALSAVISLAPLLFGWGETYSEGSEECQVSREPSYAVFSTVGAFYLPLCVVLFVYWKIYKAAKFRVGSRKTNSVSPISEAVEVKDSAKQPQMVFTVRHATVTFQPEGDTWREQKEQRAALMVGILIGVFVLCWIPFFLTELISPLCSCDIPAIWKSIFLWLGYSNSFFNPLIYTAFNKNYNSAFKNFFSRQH
Tat transport – inhibitors of E. coli Tat protein transport; E. coli MC4100 TorA-mCherry Tat export, fluorescence; inhibition, % at 10 µM; 340,000 tested, 0.036% active;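 active = mean replicate inhibition at least 50% and at least half of replicates individually reaching 50%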;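 also: exported cargo escapes ClpAP degradation while cytoplasmic cargo is degraded and loses fluorescence; 0% = median of neutral control wells and 100% = median of NaSCN control wells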
Ecoli viability – bacterial growth inhibition, counter-screen for AddAB inhibitors; E. coli V3065 growth, OD600 absorbance, 18 h; inhibition, % at 11.9 µM; 330,000 tested, 0.27% active; AID 449728;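 active = inhibition above the campaign's mean inhibition across all tested compounds plus 3 SD, cut at about 9.9% in these data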;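 also: uninfected addAB+ strain grown without phage in ampicillin broth; 0% = DMSO wells and 100% = ciprofloxacin 0.95 µg/ml wells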
AddAB inh – less growth of phage-infected E. coli with AddAB. E. coli expressing H. pylori AddAB, absorbance growth. inhibition, % at 11.9 µM. 330,000 tested, 0.29% active. AID 435030; in the data active = inhibition above about 12%;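 also: 0% = vehicle wells of infected cells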
PKA-R1A act – activates the PKA-R1A holoenzyme complex; PKA-R1A dissociation, Cy5-IP20 fluorescence polarization; scaled: DMSO 0%, 113 µM cGMP 100%; activation, % at 11.4 µM; P00514+P68181; 340,000 tested, 0.083% active;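 active = percent activation above the mean of all tested compounds plus 3 SD, cut at about 19% in these data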;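 also: higher means more PKAc released from R1A so a rise in polarization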
PKA-R2B activ – PKA-R2B complex activation. P22694+P31323. PKA-R2B holoenzyme dissociation, Cy5-IP20 fluorescence polarization; R2B truncated from residue 108, S112A mutant; 0% DMSO only, 100% 113 µM cGMP. activation, % at 11.4 µM. 340,000 tested, 0.079% active. AID 504700;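 active = activation above a cutoff set at the mean over all compounds plus 3 SD, cut at about 18% in these data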;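 also: higher means more holoenzyme dissociation and a rise in polarization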
Target sequence (P31323 whole entry, looked up, other chains not shown, the tested form may be a part): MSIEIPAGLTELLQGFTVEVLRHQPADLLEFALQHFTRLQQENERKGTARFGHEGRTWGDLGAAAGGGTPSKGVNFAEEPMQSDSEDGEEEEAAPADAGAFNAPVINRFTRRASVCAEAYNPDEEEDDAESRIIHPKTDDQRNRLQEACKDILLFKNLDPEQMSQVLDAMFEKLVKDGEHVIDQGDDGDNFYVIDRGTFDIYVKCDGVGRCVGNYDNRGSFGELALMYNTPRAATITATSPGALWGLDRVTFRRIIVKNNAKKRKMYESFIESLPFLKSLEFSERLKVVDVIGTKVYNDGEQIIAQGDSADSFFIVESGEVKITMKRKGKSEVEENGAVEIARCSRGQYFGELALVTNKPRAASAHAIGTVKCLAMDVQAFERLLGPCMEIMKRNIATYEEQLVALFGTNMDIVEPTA
PfHsp90 yeast 2 – inhibits growth of yeast expressing Plasmodium falciparum Hsp90; inhibition, % at 9.4 µM; 310,000 tested, 0.32% active; S. cerevisiae expressing PfHsp90, BacTiter-Glo ATP, 48 h; yeast lacking PDR1 and PDR3 efflux regulators;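 active = every replicate shows inhibition above about 80%, whatever the replicate mean, limit read from the data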;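 also: 0% = DMSO neutral controls and 100% = 20 µM radicicol positive controls; yeast relying on Plasmodium falciparum Hsp90 in place of its own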
phage Ecoli inh – E. coli growth loss with phage present; growth absorbance; inhibition, % at 11.9 µM; 360,000 tested, 0.26% active; in the data active = inhibition above about 11%
SUMO Mot1 rescue – blocks SUMOylation pathway, rescuing yeast Mot1-301 growth | S. cerevisiae Mot1-301 growth rescue, ATP luminescence, 38.5C; percent above DMSO median, 100 means doubled | growth rescue, % at 18.8 µM | 320,000 tested, 1% active | AID 2716;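 active = every valid replicate shows activation above 250% relative to neutral control wells; inactive = the rest, any valid replicate at or below 250%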;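 also: OY570 slx delta 5 strain wells were the positive control but not used for scaling; some compounds called inactive have numbers as strong as hits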
MOR-DOR ag – agonists of human mu-delta opioid receptor heterodimerization; P35372+P41143; cells, OPRM1-OPRD1 heterodimerization, luminescence; activation, % at 9.3 µM; 340,000 tested, 0.3% active; AID 504326; in the data active = activation above about 18%;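 also: 0% = vehicle-treated cells and 100% = reference agonist; values of inactives mirror those of a sister screen read the other way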
* = called active by the depositor; / = no result given.

cpd	compound	MOR-DOR inv ag	HTR5A inv ctr	Tat transport	Ecoli viability	AddAB inh	PKA-R1A act	PKA-R2B activ	PfHsp90 yeast 2	phage Ecoli inh	SUMO Mot1 rescue	MOR-DOR ag
1	Cc1ccc(NNC(=O)c2ccno2)cc1Cl	52*	5	7	-1.8	0.4	1	-5	20	3.0	152	-10
2	CC(C)N(C(=O)[C@H]1C[C@H](CC(=O)NCc2ccco2)C(=O)N2CCc3c([nH]c4ccc(Cl)cc34)[C@]12C)C(C)C	-1	1	13	-5.3	-3.5	2	-4	11	-1.0	/	0.2
3	COc1cc(OC)c(C2=NOC(C(=O)N3CCN(C(=O)c4ccco4)CC3)C2)cc1Cl (stereo not drawn)	6	0	11	-2.6	-2.2	-7	4	-21	-0.6	11	-1.3
4	CC(=O)NC(Cc1ccc(F)cc1)C(=O)NC1CCN(c2nnnn2-c2ccccc2)CC1 (stereo not drawn)	-12	-25	-2	-2.6	1.4	5	-8	7	0.9	96	2.0
5	COc1ccc(-n2nnnc2SCC(=O)c2ccc3c(c2)OCCO3)c(OC)c1	8	-18	-3	2.9	4.5	9	6	-2	1.1	-2	-1.3
6	Cc1ccc(N(C(=O)Cc2c[nH]c3ccccc23)C(C(=O)NC2CCCCC2)c2ccco2)cc1 (stereo not drawn)	0	2	-2	-2.6	-0.5	-3	-3	25	4.0	-12	0.0
7	COC(=O)c1c(NC(=O)CN2CCN(S(=O)(=O)c3ccccc3[N+](=O)[O-])CC2)sc2c1CCC(C)C2 (stereo not drawn)	17	6	-5	0.6	2.6	-4	3	-5	1.7	1	-3.2
8	Cc1cccc(N=CC=C2OC(C)(C)C(C)(C)O2)c1	6	-12	3	-3.5	-0.7	1	-3	37	3.6	-12	-1.1
9	OCC1(Cc2ccccc2F)CCCN(Cc2c(F)ccc(F)c2F)C1 (stereo not drawn)	-27	-16	-2	-0.4	1.0	4	5	37	4.0	1	5.2
10	CCOc1ccc(C2C(C(=O)O)c3ccccc3C(=O)N2CCN2CCOCC2)cc1 (stereo not drawn)	4	24	2	2.1	1.5	3	10	13	2.0	/	-0.8
11	CC(O)[C@H]1CN=C(N)N1CC1CCCCC1 (stereo partly drawn)	20	0	-17	2.4	3.9	-9	-1	-15	2.5	1	-3.5
12	Cn1c(=O)c2c(nc(CN3CCCCC3)n2CCc2ccccc2)n(C)c1=O	12	0	-2	-0.8	1.8	-6	-9	-6	1.0	8	-2.8
13	CCOC(=O)C1=c2s/c(=C\c3cccnc3)c(=O)n2C(N)=C(C(=O)OC)C1c1cccnc1 (stereo not drawn)	7	-10	0	1.2	2.9	7	8	-8	3.2	308	-1.2
14	Fc1ccc(C2=Nc3cccc4cccc(c34)N2)cc1	-9	1	-7	-1.1	6.2	-3	-6	11	-0.7	155	1.2
15	CC(=O)c1c(C)[nH]c(C(=O)Nc2ccc(C)c(S(=O)(=O)N(C)C)c2)c1C	10	3	1	-1.7	-0.2	-12	0	-10	-0.9	-21	-2.0
16	Cc1nnc(SCC(=O)NCc2ccccc2)n1-c1ccccc1	7	-7	8	-0.2	0.0	-1	-6	9	5.5	383	-1.2
17	CC(C)C[C@@H](CN=[N+]=[N-])N1CCN(CC(C)C)CCC1=O	12	2	4	-2.8	3.2	0	-4	5	2.1	-1	-2.0
18	Cc1ccc(NC(=S)N(CCN(C)C)C(C)c2cccnc2)c(C)c1 (stereo not drawn)	14	47	7	-0.2	-0.6	-2	-7	-2	0.8	17	-3.0
19	CCN(c1cccc(C)c1)S(=O)(=O)c1nnc(NC(=O)c2ccco2)s1	10	-1	-4	1.9	2.9	9	-1	-48	1.2	-9	-1.9
20	CC1(C)c2[nH]c3ccccc3c2C[C@@H]2C(=O)N(Cc3ccc(F)cc3)C(=O)N21	-11	-21	16	3.1	1.6	0	3	/	0.8	93	2.0
21	COc1ccc(-c2sc3ccccc3c2/C=C/c2ccc(N)cc2)cc1	3	-6	-3	0.4	3.6	1	5	-11	2.8	-4	-0.5
22	O=C(CN1C(=O)C(=O)N(Cc2ccccc2)C1=O)Nc1ccc(OC(F)F)cc1	11	0	-3	-5.2	0.6	9	1	/	0.5	88	-2.9
23	CCN(CC)c1ccc(NC(=O)c2cncc(Br)c2)cc1	-15	-1	-5	1.2	1.8	6	3	-14	4.6	-7	2.6
24	CN(C(=O)c1ccc(NC(=O)Cc2cccc(NC(=O)C3CCCN(C(=O)c4ccccc4)C3)c2)cc1)C1CC1 (stereo not drawn)	10	-2	-2	/	/	-10	-11	-5	2.3	/	-2.2
25	O=C(CNC(=O)c1ccccc1)NCCO	14	-1	1	3.9	-1.0	0	3	-5	2.8	-6	-2.8
26	O=C(O)c1cc(-c2ccc(Cl)cc2)n[nH]1	3	-8	-9	-1.1	-1.6	3	1	-23	3.4	5	-0.5
27	Cc1ccc(-c2n[nH]c(=S)nc2-c2ccc(C)cc2)cc1	14	5	-4	2.3	-0.3	-5	-11	-12	3.5	-24	-2.5
28	CC(=O)c1ccc(-n2cc(C#N)c(=O)[nH]c2=O)cc1	21	3	-4	-3.1	0.3	7	-8	-1	2.5	3	-4.0
29	COc1ccc(-c2ccc3nnc(SCC(N)=O)n3n2)cc1	8	-8	-3	-1.5	1.1	4	-7	-11	0.3	2	-1.6
30	O=C(NCCc1ccccc1)c1ccc(Cl)c([N+](=O)[O-])c1	-6	-6	7	-0.3	2.7	-3	-10	-8	3.4	-13	1.0
31	CN(C)c1nc2c(N)ncnc2n1C1OC(CO)C(O)C1O (stereo not drawn)	2	-9	-4	/	/	-2	-11	5	0.8	/	-0.4
32	COc1ccc(-c2csc(NC(C)c3nc4cc(C(=O)NCCCO)ccc4n3Cc3ccc(C)cc3)n2)cc1 (stereo not drawn)	4	-143	11	-1.8	1.1	5	-8	-27	0.9	25	-0.8
33	CCOC(=O)c1c(-c2ccccc2)csc1NC(=O)/C(C#N)=C/c1ccc(OC)c(OC)c1	8	-4	-5	1.1	4.0	-6	-3	9	1.4	17	-1.6
34	O=[N+]([O-])c1cccc(-c2ccc(/C=N/n3c(-c4ccccc4)n[nH]c3=S)o2)c1	-10	-14	-17	-1.2	2.8	0	-4	-20	3.0	-6	1.9
35	CN1CCN(C(c2cccnc2)c2ccc3cccnc3c2O)CC1 (stereo not drawn)	6	-3	3	-0.2	-2.9	-3	-8	/	/	174	-1.0
36	Cc1cc2c(cc1C)CSC(c1ccc(O)cc1)SC2	-27	-3	1	-2.0	0.0	8	-4	-40	2.0	6	5.9
37	CCOc1cc(C2CC(=O)NC(SCC)=C2C#N)ccc1O (stereo not drawn)	7	-3	2	-1.3	0.2	-6	-3	-4	2.2	-11	-1.3
38	COc1cccc(/C=N/N2CCN(C3c4ccccc4-c4ccccc43)CC2)c1O	2	-12	-9	0.5	-0.1	8	-13	-13	-1.8	2	-0.4
39	CC(=Nc1ccccc1)C1=C(O)COC1=O	6	-9	-5	-1.8	-1.8	1	-3	27	-1.0	19	-1.0
40	Cc1ccc(S(=O)(=O)N(C)C)cc1-n1c(SCC(=O)Nc2ccc(F)cc2Cl)nc2ccccc2c1=O	3	21	-1	4.3	5.3	1	8	-21	1.6	0	-0.5
41	CC(C)(CN1CCN(C(c2ccccc2)c2ccccc2)CC1)NS(=O)(=O)c1ccccc1	-5	-6	17	2.3	4.0	-18	-15	-9	3.0	2	1.0
42	O=C(O)CCn1nnc(-c2cccs2)n1	6	9	-9	0.2	-0.1	-4	-2	3	3.7	1	-1.2
43	COc1ccccc1N(C)S(=O)(=O)c1ccc(C(=O)Nc2nccs2)cc1	-2	3	2	-2.8	-3.0	-6	-2	7	1.4	9	0.4
44	O=C(CC(c1ccccc1)c1ccccc1)Nc1ccc(O)cc1	15	-15	5	-0.7	2.9	-5	10	19	0.6	214	-3.3
45	O=C(C[C@H]1C/C=C\CC[C@H](Cc2ccc(F)cc2)C(=O)OC[C@@H]2CCCN2C1=O)N[C@H](CO)Cc1ccccc1	8	-4	7	-0.1	4.8	-1	-5	16	-0.8	-1	-1.4
46	O=C(N/N=C/c1ccc(-c2ccc(Br)cc2)o1)c1ccc2c(c1)OCO2	-12	-18	1	-4.2	0.6	-4	4	12	1.8	46	2.5
47	c1ccc(-c2cc(-c3nc(-c4ccccn4)no3)c3ccccc3n2)cc1	-17	-24	-8	0.2	0.8	-13	-9	-24	0.8	0	2.8
48	CC(NS(C)(=O)=O)C(c1cccs1)N1CCN(C)CC1 (stereo not drawn)	7	-19	2	-2.7	0.9	-6	-4	-3	2.5	-14	-1.3
49	CC(C)(C)N(Cc1cc2ccccc2[nH]c1=O)C(=O)C1CCCCC1	10	-6	1	1.0	2.1	-4	-8	-2	-0.8	-6	-2.1
50	O=C(c1ccco1)N1CCC(c2nc3ccccc3[nH]2)CC1	11	-8	-2	-2.2	2.0	-1	-3	/	4.3	-18	-1.8
51	COc1c(F)cccc1C1=CC(=O)C[C@H](c2ccc3c(c2)OCO3)C1	-19	-8	9	2.4	1.2	-6	-2	-44	3.4	3	3.3
52	CCC(NC(=O)NCc1ccc2c(c1)OCO2)(C(F)(F)F)C(F)(F)F	3	15	5	1.5	0.2	5	-1	-42	2.0	-4	-0.6
53	CCOC(=O)C1CCN(S(=O)(=O)c2ccc(Cl)nc2)CC1	17	-4	-3	0.9	-0.3	-10	-1	19	2.1	-17	-3.1
54	Nc1cc(Cl)ccc1Nc1ccncc1	17	-13	-8	/	/	-3	-5	-7	3.6	23	-3.8
55	CCc1ccc(NC(=O)CS(=O)CC(=O)NCCCc2ccccc2)cc1 (stereo not drawn)	-4	9	-4	-1.8	1.5	-6	5	1	0.3	418	0.6
56	COc1ccc(-c2csc(NC(=S)NC(=O)c3ccco3)n2)cc1Br	14	-1	2	-1.3	1.7	3	-8	2	2.5	60	-2.8
57	O=C(NCC1CCCO1)c1cc2cc(Cl)ccc2[nH]1 (stereo not drawn)	3	-17	-10	1.5	-0.2	-7	-3	-1	1.6	-11	-0.6
58	CCn1c(COc2ccccc2C)nnc1SCC(=O)N1CCN(c2ccccc2)CC1	3	17	7	-0.7	1.9	-6	2	-48	0.5	92	-0.6
59	Cc1ccn2cc(-c3cnoc3C)nc2c1	12	5	3	-2.3	-2.7	4	-2	-5	2.8	692*	-2.2
60	CN(C)S(=O)(=O)N(CC(=O)Nc1ccccc1)c1ccccc1	13	1	-1	-2.3	1.4	0	-3	-12	1.3	10	-2.9
61	O=C(CC1NCCNC1=O)Nc1cc(Cl)cc(Cl)c1 (stereo not drawn)	4	2	3	1.0	2.0	1	2	30	3.1	-9	-0.8
